West Nile antiviral = West Nile virus antiviral activity, cell-based, CPE readout (AID 1621). West Nile virus-infected cells, CPE inhibition; higher % means a stronger effect. one-dose CPE inhibition, % at 10 µM; IC50 in µM for titrated hits. 290,000 tested, 0.02% active; in the data active = a potency from the dose series; inconclusive = CPE inhibition mostly from about 3.7% at the one dose, without a potency; inactive = the rest, 99 in 100 with CPE inhibition below about 2.2%; also: strong numbers were not always called active
Rac1 GTP hydrolysis = MgcRacGAP GTPase-activating activity inhibitors, confirmation, biochemical, ADP Hunter fluorescence | AID 624330 | MgcRacGAP-stimulated Rac1 GTP hydrolysis, ADP Hunter fluorescence; higher % means a stronger effect; GST-tagged Rac1 F28L mutant substrate | inhibition, % at 30 µM, or IC50 in µM where a hit was titrated | 340,000 tested, 0.6% active;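 active = first-screen hits whose inhibition reached a set limit at any dose in the follow-up dose series; inconclusive = inhibition above the set first-screen limit but never retested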;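 also: fluorescence reports GDP produced by GAP-driven GTP hydrolysis; strong numbers were not always called active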
Large T inhibition = TAg ATPase/helicase activity blockers – biochemical (AID 1903); inhibition, % at 20 µM, or IC50 in µM where a hit was titrated; 310,000 tested, 0.39% active; SV40 large T antigen ATPase/helicase inhibition assay; higher % means a stronger effect; in the data active = a potency from the dose series; inconclusive = inhibition mostly from about 32% at the one dose, without a potency; inactive = the rest, 99 in 100 with inhibition below about 32%; also: strong numbers were not always called active
T cell modulator = T cell immune modulation candidate | 330,000 tested, 0.068% active | calls only at 7 µM | 2C CD8+ T cell-vesicle binding, flow cytometry; stronger effect = lower value;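 active = response, share of CD8 T cells binding vesicles, and their 90th percentile fluorescence all below set limits, cut at about 80% in these data, passing the limit was not always enough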
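Benchmarks: naked versus QL9-loaded vesicles / Assay system: purified 2C TCR transgenic mouse naive CD8+ T cells / Technique: high-throughput flow cytometry with anti-B7-1 and anti-CD8 staining / Timing: Cell–vesicle co-incubation 1.5 h at 37 °C, staining 20 min on ice / Read-out: percent CD8+ FL2 mean versus row control / Probe or stimulus: QL9-loaded Drosophila micro-vesicles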
Salmonella PhoP GFP = PhoP-dependent GFP reporter repression – Salmonella Typhimurium, primary screen (AID 1863); 300,000 tested, 0.16% active; S. Typhimurium PhoP-regulated promoter GFP reporter, 4 h; higher % means a stronger effect; one-dose inhibition, % at 50 µM; IC50 in µM for titrated hits;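 active = inhibition over 29.93%, a cutoff 3 SD above the screen mean, later confirmed by dose response; inconclusive = inhibition over 29.93% but no dose response follow-up; inactive = inhibition at most 29.93% or unconfirmed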;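 also: 0% = low Mg2+ inducing control and 100% = high Mg2+ repressing control; strong numbers were not always called active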
UTI89 phage lysis = protection from phage-mediated lysis, alamar blue read-out – E. coli UTI89, K1F phage, bacterial capsule biogenesis inhibitors (AID 488966); E. coli UTI89 K1F phage lysis, alamar blue, 2 h; higher % means a stronger effect; inhibition, % at 100 µM; hits with a dose series show IC50 in µM; 340,000 tested, 0.02% active;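 active = phage lysis inhibition, versus mean bacterial control, above a set limit; inconclusive = no clear call, values can overlap the other calls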;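 also: capsule biogenesis inhibitors block K1F phage lysis so surviving cells raise fluorescence; higher fluorescence means more inhibition of phage lysis; actives were called in the ten point dose series up to 300 µM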
RSV CPE inhibition = inhibition of RSV-induced cytopathic effect – HEp-2 cells, primary 10 µM value included (AID 2391) | 310,000 tested, 0.13% active | CPE inhibition, % at 10 µM, or IC50 in µM where a hit was titrated | HEp-2 cells, RSV-induced CPE inhibition; higher % means a stronger effect; in the data active = a potency from the dose series; inconclusive = CPE inhibition mostly from about 23% at the one dose, without a potency; inactive = the rest, 99 in 100 with CPE inhibition below about 21%; also: strong numbers were not always called active
NTR1 ag = NTR1-driven beta-arrestin-GFP spot formation – imaging, U2OS cells, high content, primary screen (AID 493036); P30989; agonist mode; activation, % at 20 µM; 330,000 tested, 0.17% active;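 active = activation at or above 40% of the spot to cytoplasm intensity ratio, with at least 20 cells analyzed; inconclusive = wells under 20 cells, flagged as cytotoxic or low count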;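 also: 0% = DMSO without peptide and 100% = 100 nM NTR1 peptide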
Target sequence (P30989 whole entry, looked up): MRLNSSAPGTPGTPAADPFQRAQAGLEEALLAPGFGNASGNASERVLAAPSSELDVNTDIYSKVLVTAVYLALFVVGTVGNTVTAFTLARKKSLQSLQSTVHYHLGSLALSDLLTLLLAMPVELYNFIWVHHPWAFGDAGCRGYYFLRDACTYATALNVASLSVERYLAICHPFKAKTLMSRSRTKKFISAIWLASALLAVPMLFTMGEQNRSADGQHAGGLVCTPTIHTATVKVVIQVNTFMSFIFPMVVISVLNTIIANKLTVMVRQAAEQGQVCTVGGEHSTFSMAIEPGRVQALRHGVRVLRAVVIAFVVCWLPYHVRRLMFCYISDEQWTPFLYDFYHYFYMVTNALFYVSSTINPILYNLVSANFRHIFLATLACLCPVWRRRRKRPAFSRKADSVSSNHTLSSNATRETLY
Dengue-2 NS5 capping = Dengue-2 NS5 methyltransferase inhibitors, primary screen, biochemical, confirmation dose response (AID 588689); Dengue-2 NS5 methyltransferase capping enzyme assay, biochemical; higher % means a stronger effect; inhibition, % at 25 µM; hits with a dose series show IC50 in µM; 340,000 tested, 0.3% active; in the data active = a potency from the dose series; inconclusive = inhibition above about 29% without an active follow-up result
T cell modulator vesicle-bound % = further read-out of T cell modulator, marked with its call; double positive events, %; measured here: CD8+ vesicle-bound cell fraction;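 binding gate set so that unloaded-vesicle control wells show 10% double positive cells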
NTR1 ag cell count 20 µM = further read-out of NTR1 ag, marked with its call; cell count; measured here: cell count, cytotoxicity flag
Dengue-2 NS5 capping pilot replicate = second read-out of Dengue-2 NS5 capping, no call of its own (marks repeat the call); inhibition, %; measured here: pilot screen replicate inhibition
* = called active by the depositor; i = inactive; ? = inconclusive; . = not tested or not shown; [ ] = dose if it differs, or a comment.

SMILES	West Nile antiviral	Rac1 GTP hydrolysis	Large T inhibition	T cell modulator	T cell modulator vesicle-bound %	Salmonella PhoP GFP	UTI89 phage lysis	RSV CPE inhibition	NTR1 ag	NTR1 ag cell count 20 µM	Dengue-2 NS5 capping	others
COc1ccc(C2CC(c3cccs3)=NN2C(=O)c2ccccc2)cc1OC (centres undefined)	-1.4%	6%	19%	i	21	.	-0.2%	0.6%	-0.9	83	3%
CC1(C)CC(C(CC(=O)N2CCCC2)Cc2ccccc2)CCO1 (centres undefined)	-0.2%	4%	8%	i	30	-5%	0.3%	-2.1%	-1.0	58	-7%
COc1ccc(NC(=O)CSc2nc3ncccc3[nH]2)cc1OC	1.3%	0%	-2%	i	37	0%	-0.6%	1.1%	1.3	89	2%	Dengue-2 NS5 capping pilot replicate=1.2
COc1ccc(CCNC(=O)c2ccc3c(c2)NC(=O)CS3)cc1OC	-0.4%	12%	17%	i	12	1%	0.3%	0.0%	0.3	68	-3%
COc1ccc(/C=C2\SC(=S)N(C(C)C(=O)NC3C=CS(=O)(=O)C3)C2=O)cc1 (centres undefined)	0.0%	6%	21%	i	15	-14%	-0.1%	1.4%	1.2	70	-4%
Cc1cc(-n2c(SCc3ccccc3F)nc3n[nH]c(C)c3c2=N)ccc1Cl	-0.9%	8%	20%	i	47	-7%	0.1%	14%	14	58	0%
O=C(COC(=O)CCC1CCCC1)Nc1cc(S(=O)(=O)N2CCOCC2)ccc1Cl	.	9%	.	.	.	.	1.1%[50 µM]	.	0.1	61	2%
COc1ccc(N2CCN(C(=O)CCS(=O)(=O)c3ccc4c(c3)NC(=O)C(C)S4)CC2)cc1 (centres undefined)	-0.7%	13%	5%	i	15	2%	0.1%	13%	-0.4	63	1%
Cn1c(SCC(=O)Nc2ccc(NC(=O)c3ccccc3)cc2)nnc1-c1ccncc1	-0.2%	9%	21%	i	38	-3%	0.1%	4.3%	-1.1	41	7%
CC(C)c1ccc(/C=C2\NC(=S)N(Cc3cccnc3)C2=O)cc1	-0.5%	.	10%	i	13	-7%	.	-0.8%	4.4	41	.
CN1CN(C)C(c2ccncc2)=C1c1ccncc1	0.2%	4%	-18%	i	38	5%	0.3%	-0.7%	-1.1	98	-1%
Cc1ccccc1CN1CCSc2sccc2C1=O	-0.9%	2%	13%	i	36	1%	0.4%	5.2%	-0.8	26	-9%
Cc1nc(-c2ccccc2)sc1-c1n[nH]c(=S)n1C	0.5%	10%	10%	i	41	15%	0.2%	?	-0.5	70	-16%
CC1CCCN(C(=O)c2cc(-c3cccs3)nc3ccccc23)C1 (centres undefined)	.	-1%	.	i	49	.	0.6%	.	-0.1	63	-2%
CCCOc1ccc(C(=O)NNC(=S)NC(=O)c2ccccc2)cc1	-1.0%	6%	5%	i	20	10%	1.0%	-0.2%	9.1	83	1%
CCOC(=O)/C(C#N)=C/c1ccc(N2CCCCC2)cc1	0.2%	3%	16%	i	32	-1%	0.1%	8.6%	-0.8	98	-105%
CC1=NNC(=O)C1CCC(=O)N/N=C(\C)c1ccccc1 (centres undefined)	0.0%	3%	7%	i	47	-7%	-4.0%	2.9%	-1.4	97	-4%
Cn1ccc(NC(=O)Nc2ccc(Cl)cc2)n1	-0.1%	11%	18%	i	20	11%	-1.6%	6.7%	-0.1	54	2%
COc1cc(C)c(S(=O)(=O)N2CCOCC2)c(C)c1C	-0.1%	-1%	-2%	i	64	-7%	-0.4%	1.0%	-1.1	35	2%
Cc1ccc2[nH]c(=O)c(CN3CCCCC3)c(-c3ccccc3)c2c1	-0.2%	4%	-6%	i	55	1%	-0.3%	?	6.5	41	.

Among those listed so far, these contain an NH in an aromatic ring.
SMILES	West Nile antiviral	Rac1 GTP hydrolysis	Large T inhibition	T cell modulator	T cell modulator vesicle-bound %	Salmonella PhoP GFP	UTI89 phage lysis	RSV CPE inhibition	NTR1 ag	NTR1 ag cell count 20 µM	Dengue-2 NS5 capping	others
COc1ccc(NC(=O)CSc2nc3ncccc3[nH]2)cc1OC	1.3%	0%	-2%	i	37	0%	-0.6%	1.1%	1.3	89	2%	Dengue-2 NS5 capping pilot replicate=1.2
Cc1cc(-n2c(SCc3ccccc3F)nc3n[nH]c(C)c3c2=N)ccc1Cl	-0.9%	8%	20%	i	47	-7%	0.1%	14%	14	58	0%
Cc1nc(-c2ccccc2)sc1-c1n[nH]c(=S)n1C	0.5%	10%	10%	i	41	15%	0.2%	?	-0.5	70	-16%
Cc1ccc2[nH]c(=O)c(CN3CCCCC3)c(-c3ccccc3)c2c1	-0.2%	4%	-6%	i	55	1%	-0.3%	?	6.5	41	.

Other records
SMILES	West Nile antiviral	Rac1 GTP hydrolysis	Large T inhibition	T cell modulator	T cell modulator vesicle-bound %	Salmonella PhoP GFP	UTI89 phage lysis	RSV CPE inhibition	NTR1 ag	NTR1 ag cell count 20 µM	Dengue-2 NS5 capping	others
Nc1cccc(Oc2ccc3c(c2)C(=O)N(CC2CCCO2)C3=O)c1 (centres undefined)	-0.2%	3%	1%	i	20	-6%	0.1%	-0.1%	0.9	54	-5%
C=C(C)C(=O)Nc1cccc(C2=NOC3(C2)C[C@@H](C(N)=O)N(C(=O)CCCCC)C3)c1 (some centres undefined)	0.5%	-10%	19%	i	21	-3%	1.5%	3.2%	0.6	54	-6%
CCN1C(=NCCOC)N[C@@H](CCc2ccccc2)[C@H](C(=O)OC)[C@H]1C	-0.8%	13%	19%	i	18	-2%	-0.1%	0.1%	0.8	93	-5%
CCOc1cc(C(=O)OC(C)C(=O)Nc2ncc(Cl)cc2Cl)ccc1OCC(=O)N1CCOCC1 (centres undefined)	-0.3%	5%	3%	i	53	4%	0.4%	1.2%	-1.5	104	2%
CCCCC(=O)NCCc1ccc(S(N)(=O)=O)cc1	0.7%	5%	5%	i	22	-11%	0.7%	0.7%	-0.1	91	-10%	Dengue-2 NS5 capping pilot replicate=2.1
COc1cccc(NC(=O)CN(C)C(=O)c2cccc(S(=O)(=O)N3CC4(C)CC3CC(C)(C)C4)c2)c1 (centres undefined)	.	0%	.	i	52	.	5.2%	.	-0.6	56	-2%
Cc1cc(C)cc(NC(=S)N(CCN(C)C)C(C)c2cccnc2)c1 (centres undefined)	-0.6%	1%	2%	i	8	-10%	0.2%	1.9%	0.6	52	-1%
Cc1cccn2c(=O)c3cc(C(=O)NCC4CCCO4)c(=N)n(Cc4ccc(F)cc4)c3nc12 (centres undefined)	-0.7%	3%	11%	i	44	-3%	0.2%	5.4%	7.2	60	?
Cc1ccc(S(=O)(=O)Cc2ccc(C(=O)N3CCc4ccccc4C3)o2)cc1	-0.5%	6%	7%	i	34	4%	2.3%	5.6%	-2.0	52	1%
O=C(NC1CCCCC1)c1ccccc1NC(=O)C1CC1	0.3%	7%	7%	i	61	-3%	0.0%	3.4%	4.5	97	-3%
O=C(Nc1nnc(-c2ccco2)o1)c1ccc(S(=O)(=O)N2CCCC2)cc1	-1.0%	7%	8%	i	52	-6%	0.3%	1.7%	0.4	108	-5%
CCC(C(=O)Nc1ccccn1)c1ccccc1 (centres undefined)	.	5%	2%	i	7	.	0.5%	.	-0.7	52	0%
CCOC(=O)C(C#N)c1ccccn1 (centres undefined)	0.2%	8%	-6%	i	10	5%	0.8%	0.5%	0.4	69	4%
C/C(CC(O)(/C=N/O)c1ccccc1)=N\O (centres undefined)	0.0%	5%	14%	i	36	-13%	0.1%	1.9%	3.0	66	-4%
CCc1nnc(NC(=O)COc2ccc(N(C)S(=O)(=O)c3ccc(C)cc3)cc2)s1	-0.4%	5%	4%	.	.	-9%	0.3%	.	.	.	-5%
Cn1c2ccccc2c(=O)c2ccc(C#Cc3ccccn3)cc21	-0.7%	.	12%	i	18	0%	.	8.5%	2.5	72	.
CN(C)c1ccc(NC(=O)CN2C(=O)c3ccccc3C2=O)cc1	0.6%	74µM*	35%	i	60	-4%	0.1%	1.1%	-0.3	45	-1%
Cc1nccn1CC(=O)N/N=C/c1cccc(O)c1	-0.1%	9%	17%	i	32	7%	2.8%	1.6%	-0.7	64	0%
CCc1ccc(C(=O)COC(=O)CCc2nc3ccccc3c(=O)[nH]2)cc1	-0.4%	-1%	8%	i	29	-10%	1.6%	2.4%	-0.2	63	1%
COc1ccc(-n2cnc3sc4c(c3c2=O)CCCC4)cc1	-0.2%	12%	12%	i	58	10%	0.2%	6.7%	1.8	90	-1%
Cc1c(C(=O)NCCSCc2ccc(Cl)cc2Cl)cccc1[N+](=O)[O-]	.	1%	8%	i	33	-5%	-0.6%	1.7%	2.4	51	-2%
COc1ccc(C2(c3ccc(OC)cc3)NC(=O)N(CC(=O)NC3CCCC3)C2=O)cc1	.	-4%	3%	i	34	-4%	0.5%[50 µM]	-1.3%	-0.3	74	-4%
CCC(CC)c1nnc(NC(=O)C2CCCO2)s1 (centres undefined)	0.2%	5%	-1%	i	19	1%	0.1%	-2.0%	0.3	67	-4%
CCN(Cc1ccccc1)S(=O)(=O)c1ccc2oc(C(=O)O)c(C)c2c1	0.2%	2%	6%	i	20	-4%	-0.8%	-0.6%	0.6	68	-6%
CN(C(=O)c1cc(S(=O)(=O)N2CCCCC2)c[nH]1)C1CCCCC1	-1.2%	13%	.	i	24	.	0.4%	3.1%	2.6	53	-1%
COC(=O)c1ccc(C(=O)OC)c(NC(=O)c2cccnc2)c1	-0.3%	1%	1%	i	20	-1%	-0.4%	0.1%	0.0	59	-5%
Cc1cc(C)cc(NC(=S)N2CCN(c3ccccn3)CC2)c1	-0.7%	-6%	-11%	i	23	11%	-1.7%	11%	-1.2	54	-6%
CCOc1ccc(-n2cnc3sc4c(c3c2=O)CCCC4)cc1	-0.2%	.	5%	i	40	-5%	.	2.8%	2.7	54	.
COc1ccc(NC(=O)c2ccc(Cl)cc2)c[n+]1[O-]	0.3%	.	2%	i	56	10%	-0.6%[50 µM]	0.9%	.	.	-4%
COc1cc(Cc2cc(N)nc(N)n2)cc(OC)c1OC	-0.1%	6%	23%	i	11	5µM*	0.3%	1.0%	0.5	79	-1%

Assay outcomes as filed in PubChem.
